Compound activity as filed in PubChem.
HTT ATP protect – cytoprotection in Huntington HTT-Q103 PC12 cell model; PC12 HTT-Q103 induced, cytoprotection, ATP luminescence, 40 h; Potency, µM (doses to about 56.4 µM), for inactives: cytoprotection (ATP increase), usual class: activators; actives 0.14% (n = 230,000); AID 1471;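 note: % of control where 0% means no effect; nearly all actives have a fitted effect of over 45% in size; toxic huntingtin expression switched on by the ecdysone agonist tebufenozide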
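ATP quantification (ATPlite) reports survival of PC12 cells in which tebufenozide, 100 nM final, switches on Htt exon 1 with 103 glutamines linked to GFP; compounds are titrated.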
KDM4E inh – inhibitors of human JMJD2E histone demethylase. B2RXH2. JMJD2E catalytic domain, FDH-coupled NADH fluorescence (FDH is formaldehyde dehydrogenase). Potency, µM (top dose mostly 57.1 µM), for inactives: at the top dose activity change, negative = inhibition, actives largely listed as inhibitors. actives 1.6% (n = 230,000). AID 2147; active = well fitted inhibition curve with a large enough effect, not every such curve was filed as active; inconclusive = small, poorly fitted or top-dose-only effect, or another doubt; inactive = no such curve, though single readings can be large or run the other way;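 note: 0% = wells with enzyme and -100% = buffer wells without enzyme; nearly all actives have a fitted effect of over 50% in size; many of its hits are not listed in these tables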
Target sequence (B2RXH2 1-337 limits assumed): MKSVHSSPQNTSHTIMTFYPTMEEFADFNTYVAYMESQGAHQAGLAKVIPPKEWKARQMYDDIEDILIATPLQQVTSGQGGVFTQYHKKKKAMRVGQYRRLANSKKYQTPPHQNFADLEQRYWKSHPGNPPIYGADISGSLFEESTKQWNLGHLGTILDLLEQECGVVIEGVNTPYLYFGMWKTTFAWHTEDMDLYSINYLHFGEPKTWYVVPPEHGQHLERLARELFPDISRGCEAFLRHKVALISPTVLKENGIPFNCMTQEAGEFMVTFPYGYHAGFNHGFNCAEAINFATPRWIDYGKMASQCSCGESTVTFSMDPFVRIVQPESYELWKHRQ
Tau fibril ThT – tau fibrillization inhibition (ThT binding) | actives 2.1% (n = 270,000) | Potency, µM (titrated, usually from 57.4 µM), inactives show at the top dose activity, negative = inhibition, most hits filed as inhibitors | recombinant tau K18 P301L, heparin-induced fibrillization, ThT fluorescence; note: % is set by controls: 0 for no effect and ±100 for the full control effect; nearly all actives have a fitted effect of over 55% in size
Target sequence (P10636 561-689 P618L limits assumed): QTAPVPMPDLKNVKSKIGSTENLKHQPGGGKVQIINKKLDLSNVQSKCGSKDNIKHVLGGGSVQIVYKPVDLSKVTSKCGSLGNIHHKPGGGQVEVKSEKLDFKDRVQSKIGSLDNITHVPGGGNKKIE
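In this qHTS, human K18 P301L tau is incubated with compound and heparin for 6 hr at 37 C, and Thioflavin T fluorescence then reports fibril load.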
ALDH1A1 block – inhibitors of human aldehyde dehydrogenase 1A1; P00352; actives 7.3% (n = 220,000); Potency, µM (doses to about 75.3 µM), without a hit: at the top dose activity, negative = inhibition, hits mostly inhibitors; Purified ALDH1A1, NADH fluorescence, propionaldehyde substrate; active = well fitted inhibition curve with a large enough effect, not every such curve was filed as active; inconclusive = small, poorly fitted or top-dose-only effect, or another doubt; inactive = no such curve, though single readings can be large or run the other way;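 note: plate controls were no enzyme wells and a reference inhibitor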
Target sequence (P00352 whole entry, looked up): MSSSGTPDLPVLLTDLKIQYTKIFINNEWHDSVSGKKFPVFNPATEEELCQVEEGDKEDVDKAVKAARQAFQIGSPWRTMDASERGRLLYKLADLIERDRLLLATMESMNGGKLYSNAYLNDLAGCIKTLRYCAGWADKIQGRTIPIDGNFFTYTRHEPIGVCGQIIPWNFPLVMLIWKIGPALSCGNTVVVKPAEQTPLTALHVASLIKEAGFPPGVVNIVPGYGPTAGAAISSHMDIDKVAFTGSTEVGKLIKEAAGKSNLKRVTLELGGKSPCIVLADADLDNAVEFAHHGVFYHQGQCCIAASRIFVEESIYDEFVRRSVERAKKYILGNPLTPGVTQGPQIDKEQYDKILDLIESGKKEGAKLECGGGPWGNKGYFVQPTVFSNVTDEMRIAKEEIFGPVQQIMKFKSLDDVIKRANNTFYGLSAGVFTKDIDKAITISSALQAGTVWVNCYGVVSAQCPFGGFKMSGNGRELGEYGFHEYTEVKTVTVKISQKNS
SMN2 splice up – enhancers of SMN2 splice variant expression | HEK293 SMN2-luciferase splicing reporter, luminescence, 30-36 h | Potency, µM (top dose mostly 46.1 µM), without a hit: top-dose activity change, positive = activation, actives largely listed as activators | actives 2.8% (n = 210,000); note: % of control where 0% means no effect; nearly all actives have a fitted effect of over 55% in size
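HEK293 cells carry an SMN2 […]–luciferase reporter in which exon 7 inclusion puts luciferase in frame. Cells were plated 10-12 h before compound addition, then incubated 30-36 h at 37C. ONE-Glo luminescence was read; sodium butyrate at 4.5 mM final served as control.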
HttQ103 aggreg – inhibitors of mutant huntingtin aggregate formation in PC12 cells. PC12 HttQ103-GFP aggregates, Acumen cytometry, 40 h. Potency, µM (top dose mostly 46.1 µM), for inactives: top-dose activity change, negative = inhibition, hits mostly inhibitors. actives 1.1% (n = 220,000). AID 1688; note: % is set by controls: 0 for no effect and ±100 for the full control effect; nearly all actives have a fitted effect of over 60% in size
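Quantitative HTS on tebufenozide-induced (100 nM) PC12 cells stably expressing polyQ103 Huntingtin exon 1–GFP. Reduction of bright GFP aggregates, detected by laser scanning cytometry after lysis, identified actives across the titration.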
Tau fibril FP – tau fibrillization inhibition (FP); actives 0.39% (n = 280,000); K18 P301L tau heparin fibrillization, Alexa594 FP, 6 h; Potency, µM (series often up to 57.7 µM), without a hit: top-dose activity, negative = inhibition, hits mostly inhibitors; note: % is set by controls: 0 for no effect and ±100 for the full control effect; nearly all actives have a fitted effect of over 55% in size
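K18 P301L tau (15 uM unlabeled/0.24 uM Alexa 594-labeled, final) + compound + heparin 20 uM final; 100 mM NaOAc pH 7; 6 hr 37 C; ThT 30 uM final added, 1 hr RT; FP ex 555/em 632 nm.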
Tau fluor counter – counter-screen for tau fibril formation inhibitors | AID 1463 | tau K18 P301L (four-repeat tau fragment) Alexa594 fluorescence, heparin fibrillization | actives 0.93% (n = 280,000) | Potency, µM (top dose mostly 57.7 µM), without a hit: top-dose activity change, negative = decrease; note: % is set by controls: 0 for no effect and ±100 for the full control effect; nearly all actives have a fitted effect of over 55% in size
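Human K18 P301L tau (15 uM unlabeled plus 0.24 uM Alexa 594-labeled, final) in 100 mM sodium acetate pH 7 was mixed with compound and 20 uM heparin and incubated 6 hr at 37 C.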
An asterisk follows results filed as active; ? = inconclusive; . = not tested or not shown; & = joins results of further samples; [ ] = dose if it differs, or a comment. Unless noted, calls come from the whole dose curve; as a rule, active = well fitted curve in the direction sought with a large enough effect; inconclusive = small, poorly fitted or top-dose-only effect, or another doubt; inactive = no such curve, though single readings can be large; an effect the other way counts as inactive or inconclusive. Potency is the fitted concentration of half-maximal effect. An excerpt. The share of hits here may be higher or lower than overall.

SMILES	HTT ATP protect	KDM4E inh	Tau fibril ThT	ALDH1A1 block	SMN2 splice up	HttQ103 aggreg	Tau fibril FP	Tau fluor counter
COc1ccc(-c2cc(C(F)(F)F)nc(SCC(=O)NCc3cccs3)n2)cc1OC	-4%[10 µM]	?	-13%	?	-2%	26%	-2%	-16%
Cc1ccc(/C=N\n2c(-c3ccccc3)n[nH]c2=S)s1	-8%	-7%	-7%	-14%	8%	-8%	4%	-16%
C[C@H]1C2=C3C(CC[C@H]4C(OCc5ccc(F)cc5C(F)(F)F)OC[C@](C)([C@@H]34)N(C(=O)OC(C)(C)C)C2)C2COC(=O)OCC21 (stereo partly specified)	-41%[inhibitor]	?	-12%	-3%	-1%	.	2%	-15%
COc1ccc(CCNC(=O)CN2C(=O)C3(OCCCO3)c3ccccc32)cc1OC	-7%	-1%	1%	?	-21%	21%	-2%	-5%
C/C(=N\NC(=O)Cn1cnc2ccccc21)c1cccs1	-6%[10 µM]	1%	-1%	-11%	-11%	-16%[9.22 µM]	2%	1%
Cc1ccc(C(C(=O)NC2CCCC2)N2CCCCC2)cc1 (stereo unspecified)	-1%	4%	-4%	9%	-11%	1%	-2%	-4%
Cc1nn(-c2nnc(NC3CCCCC3)nn2)c(C)c1Br	.	-6%	?	14µM*	13µM*	?	7%	-17%
CCN1CCN(C(=O)/C=C/c2ccc3c(c2)OCO3)CC1	-14%[10 µM]	?	1%	?	.	2%[9.22 µM]	-4%	4%
COCCC(=O)Nc1ccc2c(c1)CN(C(=O)CCSC)CC2	11%[10 µM]	3%	6%	12%	.	-3%[9.22 µM]	0%	15%
COc1ccc(-c2nc(N=Nc3ccc(O)cc3)n[nH]2)cc1	3%[10 µM]	-8%	2.8µM*	-5%	-9%	-19%	1%	-20%
C=CCOc1c(Cl)cc(CNn2cn[nH]c2=S)cc1OC	-42%[inhibitor]	-7%	0%	?	2%	?	-4%	-4%
COc1cc2nc(SCC(=O)Nc3c(C)cc(C)cc3C)n3nc(CCn4c(C)nc5ccccc54)nc3c2cc1OC	.	.	-1%	.	-7%	.	-2%	-4%
O=[N+]([O-])c1ccc(C(O)CNC(=S)Nc2ccccc2)cc1 (stereo unspecified)	-32%	5%	-2%	-8%	-3%	10%	-1%	3%
Cc1c(NC(=O)C(CC(=O)O)NCc2ccco2)c(=O)n(-c2ccccc2)n1C (stereo unspecified)	12%[10 µM]	4%	-2%	-5%	8%	-19%	-8%	0%
CCOc1ncccc1C(=O)N1CCN(c2ccc(C(F)(F)F)cn2)CC1	1%	?	-1%	-1%	-33%[inhibitor]	-25%	2%	6%
Cn1nc(C(=O)Oc2cc(=O)n(C)c3ccccc23)c2ccccc2c1=O	4%[10 µM]	-24%	-1%	-2%	8%	13%	0%	0%
COc1cc(OC)cc(-c2nnc(SCC(=O)N(Cc3ccccc3)C(C)(C)C)o2)c1	?	?	-17%	?	-24%	?	4%	-13%
NC(=O)c1ncn(C2OC(CO)C(O)C2O)c1N (stereo unspecified)	?	?	-6%	0%	6%	-6%	?	-7%
CS(=O)(=O)N(CCc1ccccc1)CC(=O)N1CCN(c2ccccc2F)CC1	-7%	5%	6%	-4%	-7%	?	7%	1%
O=C(NCC1CCCO1)c1cc(S(=O)(=O)Nc2ccc(Br)cc2)ccc1Cl (stereo unspecified)	-12%	-5%	7%	-2%	-16%	5%[9.22 µM]	-7%	-6%
CCCCCCCCCCOC(=O)c1csc2nnsc12	?	-2%	-8%	4%	2%	-1%	2%	-5%
CC1=NN(C(=O)Cc2ccc(C)cc2)C(O)(c2cccnc2)C1 (stereo unspecified)	4%	-6%	-8%	3%	?	0%	-2%	0%
CC(C)(C)OC(=O)N1CC(O)CC1C(=O)OCC(=O)c1ccc(Cl)cc1 (stereo unspecified)	-24%[0.074 µM]	?	-12%	10%	9%	9%	?	-19%
CC(C)Cn1c(N)c(C(=O)COC(=O)c2ccc(O)cc2)c(=O)n(C)c1=O	.	4%	9%	7.9µM*	-26%	25%	4%	8%
Cc1ccn2c(Nc3ccc4c(c3)OCO4)c(-c3ccc(O)cc3)nc2c1	12%[10 µM]	?	?	.	7%	21%[9.22 µM]	3%&11%	18µM*[quencher]
CC(=O)Nc1nonc1NC(=O)CSc1ccccn1	-24%	-4%	-7%	-2%	.	5%	-9%	-13%
C/C(=C1/C(=O)N(c2ccc([N+](=O)[O-])cc2)N=C1c1ccccc1)N(C)C	-38%[inhibitor]	2%	?	-8%	-32%[inhibitor]	13µM*	-3%	?
CC(=O)C1C(c2cccc(F)c2)NC(=O)NC1(O)C(F)(F)F (stereo unspecified)	-8%	4%	-6%	11%	-3%	5%	0%	2%
O=C(O)CSc1nc2ccccc2n1-c1ccccc1	17%[10 µM]	-2%	-4%	5%	.	-7%[9.22 µM]	3%	-7%
Cc1cc(NCC(C)C)n2ncnc2n1	20%[10 µM]	4%	-10%	5%	-6%	-28%	0%	-7%
Cc1ccc(SCc2cc(-c3ccc(Cl)cc3)no2)cc1	-10%	1%	2%	1%	-23%	1%	-6%	-3%
CC(=NCCc1c(C)[nH]c2ccc(OCc3ccccc3)cc12)C1=C(O)CC(c2ccccc2)CC1=O (stereo unspecified)	-14%	-3%	-8%	0%	-28%	-19%	8%	?
CC(C)(Oc1ccc(C2CC2(Cl)Cl)cc1)C(=O)O (stereo unspecified)	30%	12%	-7%	9%	-11%	10%	9%	2%
COc1cc2nc(=S)n(CCCN3CCOCC3)c(N)c2cc1OC	1%[10 µM]	-27%	-1%	-19%	-5%	1%	7%	5%
Nc1nc(NCC2CCCO2)nc(NCC2CCCO2)c1[N+](=O)[O-] (stereo unspecified)	?	-6%	5%	?	1%	0%	-4%	5%
O=C(O)[C@@H]1CN[C@@H](C(=O)O)C1	-47%[inhibitor]	.	8%	8%	-1%	.	10%	4%
COCCn1c(C)nnc1SCC(=O)Nc1ccccc1[N+](=O)[O-]	19%[10 µM]	-2%	-1%	?	.	-3%[9.22 µM]	-1%	-3%
COc1ccc(Nc2nc3ccccc3nc2NS(=O)(=O)c2cccs2)cc1	-39%[inhibitor]	?	14µM*	-5%	-34%[inhibitor]	22µM*	15%	?
Cc1nc2ccccc2c(=O)n1CCCn1ccnc1	0%[0.074 µM]	3%	-17%	13%	-7%	-11%	-1%	-6%
CC1CCc2c(sc(NS(=O)(=O)c3ccccc3)c2C(=O)OC(C)C)C1 (stereo unspecified)	18%[10 µM]	-6%	?	-10%	-9%	4%	-8%	-16%
Cn1c(Sc2ccc(C(F)(F)F)cc2[N+](=O)[O-])nnc1-c1ccccc1	-34%	9%	-3%	13%	-10%	8%	6%	-8%
CCOc1ccc(-n2c(SCC(=O)Nc3nccs3)nnc2-c2ccoc2C)cc1	1%[10 µM]	0%	-1%	.	.	-1%[9.22 µM]	1%	-7%
Cc1ccc(NC(=O)C2CCCN(S(=O)(=O)c3c(C)n[nH]c3C)C2)cc1Cl (stereo unspecified)	.	.	0%	.	-6%	.	?	-12%
O=C(Nc1ccccc1)N(Cc1ccccc1)Cc1ccccc1	-6%	-13%	-23%	?	.	-14%	-7%	-10%
COC(=O)c1ccc(COc2ccccc2/C=N/NC(N)=O)o1	-24%[10 µM]	1%	-9%	.	.	-4%[9.22 µM]	5%	-5%
COc1ccccc1N1CCN(C(=O)C(C)N(c2ccc(C)c(C)c2)S(C)(=O)=O)CC1 (stereo unspecified)	11%	-5%	-9%	4%	-61%[inhibitor]	-8%	4%	-4%
COc1ccc(/C(C)=N/N=C2/NC(=O)CC(C(=O)O)S2)cc1 (stereo unspecified)	9%[10 µM]	-3%	2%	-3%	9%	-2%	-5%	1%
O=C(CSCc1ccc(Cl)cc1)NCC1CCCO1 (stereo unspecified)	-2%	6%	-6%	7%	-8%	7%	7%	-3%
O=C(/C=C/c1ccccc1)NC(=S)Nc1cccnc1	-17%	0%	-8%	13%	.	4%	-5%	-15%
CCOP(=O)(c1ccc(N(C)C)cc1)C(O)c1ccccc1OC (stereo unspecified)	3%	-16%	2%	4%	15%	-20%	1%	2%

Reformatted with values under each structure: part of the list above.
Below each SMILES – HTT ATP protect	KDM4E inh	Tau fibril ThT	ALDH1A1 block	SMN2 splice up	HttQ103 aggreg	Tau fibril FP	Tau fluor counter
O=C(CSCc1ccc(Cl)cc1)NCC1CCCO1 (stereo unspecified)
    -2%	6%	-6%	7%	-8%	7%	7%	-3%
O=C(/C=C/c1ccccc1)NC(=S)Nc1cccnc1
    -17%	0%	-8%	13%	.	4%	-5%	-15%
CCOP(=O)(c1ccc(N(C)C)cc1)C(O)c1ccccc1OC (stereo unspecified)
    3%	-16%	2%	4%	15%	-20%	1%	2%

Next section:
SMILES	HTT ATP protect	KDM4E inh	Tau fibril ThT	ALDH1A1 block	SMN2 splice up	HttQ103 aggreg	Tau fibril FP	Tau fluor counter
Fc1ccc(F)c(Nc2c3c(nc4ccc(Cl)cc24)CCC3)c1	.	.	-6%	.	-23%	.	-5%	-16%
C(=N\n1cnnc1)/c1ccc(N2CCOCC2)s1	-18%	?	-16%	?	18%	4%	-6%	0%
Cc1cccc(C)c1N(Cc1ccccc1F)S(C)(=O)=O	-8%	-12%	2%	4%	-1%	6%	-2%	1%
CCOC(=O)c1nn(-c2ccccc2)c2nc(-c3ccc(OC)cc3)c(C#N)c(=O)n12	-3%[10 µM]	?	1%	?	-2%	-2%	-2%	-24%
CC(C)OC(=O)CSc1nc2c(cc1C#N)CCCCC2	.	-2%	-3%	5%	?	.	-3%	-7%
Cc1cc(C(=O)NCCC(C)C)c2ccccc2n1	20%[10 µM]	-6%	-6%	.	.	2%[9.22 µM]	4%	-10%
CCOC(=O)c1nnn(-c2nonc2N)c1C	-17%	7%	4%	-16%	-12%	13%	1%	3%
O=C(N/N=C/c1c[nH]c2ccccc12)c1ccn(Cc2ccc(Cl)cc2Cl)n1	-29%	9%	?	-8%	-7%	-25%	17%	13µM*[quencher]
Nc1cc(S(=O)(=O)O)cc([N+](=O)[O-])c1O	-45%[inhibitor]	-19%	-5%	9%	-5%	-28%	0%	-3%
Cc1ccc(-n2c(=O)c3ccc(C(=O)NCc4ccccc4Cl)cc3n(Cc3ccccc3F)c2=O)cc1	.	.	4%	.	-2%	.	1%	1%
